Screens deposited in PubChem BioAssay by several laboratories.
hERG rescue: shields human hERG channel from block by proarrhythmic agents; CHO-hERG, FluxOR thallium flux, dofetilide IC70 present; 310,000 tested, 0.51% active; activation (rescue from dofetilide block), less the hit threshold, % at 10 µM; AID 1511;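 active means activation above the mean of controls blocked by dofetilide plus 5 SD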;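 further: thallium influx through hERG after potassium depolarization seen as dye fluorescence rise; in these data hits start at about 4.7%; inactives centre near -7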
TMEM16A act: activates or potentiates the mouse TMEM16A chloride channel | HEK293 TMEM16A/YFP-H148Q/I152L, iodide quench fluorescence; stronger effect = lower value | 340,000 tested, 0.3% active | B-score at 10 µM | Q8BHY3;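 active means fluorescence-ratio B-score plate-corrected deviation score at least 3 library SD below zero, with starting fluorescence score within 5 deviations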;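 further: channel opened by trigger with iodide after compound preincubation; score built on the fluorescence ratio of max minus min over baseline; more negative score means more quench and so TMEM16A activation or potentiation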
KCNK3 block: human KCNK3 channel inhibition, primary screen | 340,000 tested, 0.84% active | CHO-KCNK3 thallium flux, FluxOR fluorescence; stronger effect = lower value | B-score at 10 µM | AID 602410 | O14649;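 active means B-score under library mean minus 4 SD, starting fluorescence ratio at most library mean plus 5 SD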;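 further: more negative B-score means stronger inhibition of thallium flux through KCNK3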
Target sequence (O14649 whole entry, looked up): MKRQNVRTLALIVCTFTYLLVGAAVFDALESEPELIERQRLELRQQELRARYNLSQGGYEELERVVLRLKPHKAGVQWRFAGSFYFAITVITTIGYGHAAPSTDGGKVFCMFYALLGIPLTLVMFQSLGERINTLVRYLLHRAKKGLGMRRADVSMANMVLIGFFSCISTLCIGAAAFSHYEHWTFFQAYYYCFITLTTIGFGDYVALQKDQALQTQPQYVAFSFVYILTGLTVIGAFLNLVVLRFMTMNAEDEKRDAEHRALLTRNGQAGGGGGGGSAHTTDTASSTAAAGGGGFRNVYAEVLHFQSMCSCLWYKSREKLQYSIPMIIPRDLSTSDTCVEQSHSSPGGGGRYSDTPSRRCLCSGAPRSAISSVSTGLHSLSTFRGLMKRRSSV
TRPC4 act: opens the mouse TRPC4 cation channel | Q9QUQ5 | 310,000 tested, 0.49% active | HEK293 TRPC4beta/mu-opioid, Fluo4 calcium fluorescence; stronger effect = higher value | B-score at 10 µM | AID 2237;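 active means B-score above 5 SD of library B-scores, and initial fluorescence ratio not above library mean plus 5 SD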;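 further: positive B-score marks a calcium rise read as TRPC4 activation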
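Test system: HEK293 cells stably co-expressing mouse TRPC4beta and mu-opioid receptor | Schedule: Fluo4 dye loading 45 min at room temperature, 110 s recording | Measured by: Kinetic Fluo4 calcium fluorescence, 5 s baseline at 1 Hz | Evaluation: B score of integrated ratio | Controls: Buffer (low) and maximal DAMGO (high)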
KCNK9 inh: inhibitors of human KCNK9 two-pore domain potassium channel. Q9NPC2. B-score at 10 µM. HEK293 KCNK9, FluxOR thallium flux fluorescence; stronger effect = lower value. 310,000 tested, 1.2% active;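 active means ratio B-score over 3 SD below the library mean, with starting fluorescence within 5 SD of its mean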;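 further: negative B-score means less thallium flux so channel inhibition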
Dyrk1A ADPGlo: blocks rat Dyrk1A kinase activity. Q63470. ADP-Glo luminescence, NFATc1 peptide. inhibition, % at 12.5 µM. 310,000 tested, 0.43% active. AID 504441; in the data active means inhibition above about 50%;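 further: plate controls were vehicle with enzyme for no effect and no enzyme for full effect; many of its hits are not listed in these tables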
HDAC3 inh: blocks human histone deacetylase 3 | inhibition, % at 8.3 µM | 320,000 tested, 0.15% active | recombinant HDAC3, fluorogenic peptide/trypsin coupled, fluorescence | O15379; in the data active means inhibition above about 26%, passing the limit was not always enough; inconclusive means no clear call, values can overlap the other calls
Target sequence (O15379 whole entry, looked up): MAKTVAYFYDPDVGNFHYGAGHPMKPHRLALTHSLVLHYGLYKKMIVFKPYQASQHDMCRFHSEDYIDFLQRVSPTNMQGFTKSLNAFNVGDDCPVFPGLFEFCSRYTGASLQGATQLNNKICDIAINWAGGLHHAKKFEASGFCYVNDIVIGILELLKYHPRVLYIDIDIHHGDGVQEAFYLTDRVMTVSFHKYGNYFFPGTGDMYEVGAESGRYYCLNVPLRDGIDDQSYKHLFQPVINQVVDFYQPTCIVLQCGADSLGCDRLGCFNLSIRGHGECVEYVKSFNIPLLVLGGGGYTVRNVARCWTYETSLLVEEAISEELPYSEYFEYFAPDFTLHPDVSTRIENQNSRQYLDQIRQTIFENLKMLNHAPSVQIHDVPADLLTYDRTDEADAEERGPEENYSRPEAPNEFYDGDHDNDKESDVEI
KCNQ1 inh: human KCNQ1 channel inhibition; P51787; CHO-K1 KCNQ1, FluxOR thallium flux fluorescence; stronger effect = higher value; B-score at 10 µM; 310,000 tested, 1.3% active; AID 2642;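 active means compounds whose thallium flux B-score, printed positive for inhibition, exceeds three library SD while starting fluorescence stays within three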;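 further: channel opened by potassium depolarization with thallium stimulus after 20 min compound exposure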
KCNQ1 act: human KCNQ1 channel potentiation or activation; B-score at 10 µM; P51787; 310,000 tested, 0.35% active; CHO-K1 KCNQ1, thallium flux FluxOR fluorescence; stronger effect = higher value;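 active means fluorescence ratio B-score, a plate-corrected score, at least three library SD, with initial intensity B-score within 5 SD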
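System: Stable KCNQ1 CHO-K1 line | Incubation: 90 min dye loading and 20 min compound exposure, both at room temperature | Measure: Ratio B score | Medium: Assay buffer for compound exposure, DMSO matched across wells | Compound dosing: Single-concentration screen | Probe or stimulus: K+/Tl+ depolarizing stimulus | Measured by: Kinetic FluxOR fluorescence, 10 s baseline plus 110 s post-stimulus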
TMEM16A inh: blocks the mouse calcium-activated chloride channel TMEM16A | HEK293 TMEM16A/YFP iodide influx fluorescence, ionomycin | normalized B-score (activity score, 25-100; higher = stronger inhibition) at 10 µM | 310,000 tested, 1.2% active | AID 588511;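 active means ratio plate-corrected score three or more library SD toward inhibition, starting fluorescence score within five deviations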;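 further: score derived from kinetic fluorescence span divided by baseline fluorescence per well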
TRPC4 PAM: allosteric potentiators of mouse TRPC4 channel; AID 2227; 310,000 tested, 0.42% active; B-score at 10 µM; Q9QUQ5; HEK293 TRPC4beta/mu-opioid, DAMGO EC20, Fluo-4 Ca2+ flux; stronger effect = higher value;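 active means B-score of calcium response area above 5 SD of library B-scores, with initial fluorescence ratio within 5 SD of library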;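 further: B-score of integrated fluorescence ratio over time as area under calcium response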
The depositor's hits bear a star; i = inactive; ? = inconclusive; nt = not tested or not shown. Only part of the results is shown, so the mix of outcomes need not match the whole.

Structure	hERG rescue	TMEM16A act	KCNK3 block	TRPC4 act	KCNK9 inh	Dyrk1A ADPGlo	HDAC3 inh	KCNQ1 inh	KCNQ1 act	TMEM16A inh	TRPC4 PAM
CCOC(=O)CNC(=O)N1CCCC(CCC(=O)NCc2ccc(F)c(F)c2)C1 (centres undefined)	-8	i	i	i	i	0	0	i	i	i	i
CCC(=O)NC(c1cccc([N+](=O)[O-])c1)c1c(OC(C)=O)ccc2ccccc12 (centres undefined)	-5	i	i	i	i	5	4	i	i	i	i
O=C(COC(=O)CCc1nc2ccccc2c(=O)[nH]1)Nc1ccc(N2CCOCC2)cc1	-8	i	i	i	i	-1	nt	i	i	i	i
COC(C/C=C\[C@H](O)COCc1ccccc1)OC	-6	i	i	i	i	-1	-13	i	i	i	i
Cc1cc(C)cc(-n2cc[nH]c2=S)c1	0	i	i	i	i	0	2	i	i	i	i
CCOC(=O)CC1(CC(=O)OCC)NC(=O)c2c(C)sc(C(=O)OCC)c2N1	-2	i	i	i	i	0	-16	i	i	i	i
CCN(C(=S)NC(=O)C1CCCC1)C1CCCCC1	-9	i	i	i	i	-4	4	i	i	i	i
COc1ccc(-c2nc(N)ncc2-c2ccccc2)c(O)c1	-9	i	i	i	i	-1	-2	i	i	i	i
Cc1nn(-c2ccccc2)c(C)c1/C=N/N1CCN(c2ccccc2)CC1	-7	i	i	i	i	-2	2	i	i	i	i
CCCCNC(=O)c1nn2cc(Br)cnc2c1Br	-9	nt	nt	i	i	nt	2	i	i	i	i
Cc1ccc(/C=N/N=C2/NC(=O)C(CC(=O)Nc3ccccc3)S2)o1 (centres undefined)	-8	i	i	i	i	4	6	i	i	i	i
CCCCn1c(N)c(N(CC(C)C)C(=O)c2ccc(S(=O)(=O)N3CCCCCC3)cc2)c(=O)[nH]c1=O	-12	i	i	i	i	nt	10	i	i	i	i
CN(C)C1(CN=Cc2cc(Cl)cc([N+](=O)[O-])c2O)CCCCC1	-12	i	i	i	i	3	1	i	i	i	i
Cc1cc(NC(=O)CN2CC(C)OC(C)C2)n(-c2nc3ccccc3s2)n1 (centres undefined)	-7	i	i	i	i	-2	3	i	i	i	i
COc1ccc(CCNC(=O)c2ccc(NC(=O)CC3SC(N4CCCC4)=NC3=O)cc2)cc1 (centres undefined)	-8	i	i	i	i	-2	1	i	i	i	i
CCCCn1c(N)c(N(CC(C)C)C(=O)C2CCN(S(=O)(=O)c3ccc(C)cc3C)CC2)c(=O)[nH]c1=O	-10	i	i	i	i	6	nt	i	i	i	i
CC(C(=O)NCc1ccccc1Cl)N1C(=O)c2ccccc2C1=O (centres undefined)	-8	i	i	i	i	-2	1	i	i	i	i
COc1ccccc1Oc1ccc(S(=O)(=O)N2CCCCC2C)cc1 (centres undefined)	-12	i	-12*	i	i	3	0	i	i	i	i
COc1ccc(S(=O)(=O)N2CCCC(C(=O)NCc3ccccc3)C2)cc1 (centres undefined)	-6	i	i	i	i	12	-1	i	i	i	i
COc1ccc(-c2csc(Cc3nc(O)cs3)n2)cc1	-4	i	i	i	i	-3	1	i	i	i	i
COc1cccc(-c2nc(Oc3cccc(C)c3C)c3ccccc3n2)c1O	-3	i	i	i	i	3	?	i	i	i	i
Cc1c(Cl)c(-c2n[nH]c(=S)n2CC(C)C)nn1C	-5	i	i	i	i	-7	9	i	i	i	i
COc1cccc(/C=N/n2c(-c3n[nH]c4c3CCC4)n[nH]c2=S)c1OC	-1	i	i	i	i	-3	nt	i	i	i	i
Cc1ccc(C)c(N2CCN(CCCNC(=O)CCC(=O)N3CCOc4ccc(Cl)cc43)CC2)c1	-19	nt	nt	i	i	nt	-3	i	i	i	i
Clc1ccc(SCCOCCN2CCCCC2)cc1	-6	i	i	i	i	-4	nt	i	i	i	i
COC(CNC(=O)c1ccc2c(c1)ncn2-c1ccc(F)cc1F)OC	-3	i	i	i	i	3	3	i	i	i	i
Cc1ccccc1C(=O)Nc1cccc(C#N)c1	-1	i	i	i	i	5	-1	i	i	i	i
COCCCNC(=O)c1sc2ncn(CC(=O)Nc3ccc(C)c(Cl)c3)c(=O)c2c1C	-7	i	i	i	i	1	1	i	i	i	i
NC(N)=NS(=O)(=O)c1ccc(N/C=C\C(=O)c2ccncc2)cc1	-6	i	i	i	i	4	0	i	i	i	i
O=C1CC(c2ccncc2)c2cc3c(cc2N1)OCCO3 (centres undefined)	-10	i	i	i	i	2	-4	i	i	i	i
COC(=O)c1ccccc1NC(=O)C1CC(=O)N(C2CCCCC2)C1 (centres undefined)	-9	i	i	i	i	0	-4	i	i	i	i
Cc1ccc(N2CC(C(=O)N3CCCCC3)CC2=O)cc1C (centres undefined)	-9	i	i	i	i	-2	-14	i	i	i	i
Cc1ccccc1NC(=O)C1CCN(c2cnccn2)CC1	-14	i	i	i	i	5	2	i	i	i	i
CCCc1nc2c(c(=O)c3ccccc3n2C)c(=O)n1-c1ccc(F)cc1	-8	i	i	i	i	-1	-4	i	i	i	i
CCOC(=O)CSc1nc(=O)n2ccc(C)cc2n1	-1	i	i	i	i	1	-3	i	i	i	i
CSCCC(NC(=O)c1ccccc1Br)C(=O)Nc1ccc(C)cc1 (centres undefined)	-7	i	i	i	i	-4	-2	i	i	i	i
C/C(=N\Nc1nc2ccccc2nc1C)c1ccccc1O	-7	i	i	i	i	0	2	i	i	i	i
Cc1c(CCC(=O)O)c(=O)oc2cc(OCc3cccc(F)c3)ccc12	-6	i	i	i	i	0	-25	i	i	i	i
O=C1C(=O)N(CCO)C(c2ccccc2)/C1=C(\O)c1ccccc1 (centres undefined)	-2	i	i	i	i	4	6	i	i	i	i
O=C(CN1C(=O)S/C(=C\c2ccccc2)C1=O)NCCCn1ccnc1	-14	i	i	i	i	9	15	i	i	i	i
CCOc1cccc2sc(N(CCN(CC)CC)C(=O)c3cccc(N4C(=O)CCC4=O)c3)nc12	-16	i	i	i	i	3	3	i	i	i	i
O=C(CCCN1C(=O)c2ccccc2C1=O)Nc1cccc(S(=O)(=O)NC2=NCCC2)c1	-18	i	i	i	i	-3	-14	i	i	i	i
O=C(CNC(=O)c1ccco1)Nc1ccc(S(=O)(=O)N2CCCC2)cc1	-4	i	i	i	i	-1	2	i	i	i	i
O=C(NCc1ccncc1)c1nc(-c2ccc(C(F)(F)F)cc2)no1	-13	i	i	i	i	10	0	i	i	25*	i
COc1ccc(Cl)cc1NS(=O)(=O)c1c(C)nc2sccn2c1=O	-11	i	i	i	i	-11	11	i	i	i	i
NC(=O)C1CCN(CC(=O)NC(=O)NC2CCCC2)CC1	-14	i	i	i	i	-2	3	i	i	i	i
OCCOCCn1c(C2CCCN2c2nc(-c3ccc(F)cc3)cs2)nc2cc(Cl)c(Cl)cc21 (centres undefined)	-7	i	i	i	i	7	2	i	i	i	i
Cc1ccccc1NS(=O)(=O)c1ccc(OCC(=O)NCc2ccccn2)cc1	-4	i	i	i	i	-7	-5	i	i	i	i
O=c1cc(-c2ccccc2)nc(N2CCN(Cc3ccc4c(c3)OCO4)CC2)[nH]1	nt	i	i	nt	nt	2	4	nt	nt	i	nt
CC(=O)Nc1ccc(Oc2cncc(Cl)c2)nc1	-6	i	i	i	i	-3	-7	i	i	i	i
CN(C)C(CNC(=O)CCc1nc2cc(Cl)ccc2n(Cc2ccccc2)c1=O)c1ccccc1 (centres undefined)	-20	i	i	i	i	-7	nt	i	i	i	i
CCN(CC)CCCNC(=O)c1cn(CC)c2ccc(S(=O)(=O)N3CCc4ccccc4C3)cc2c1=O	-6	i	i	i	i	1	8	i	i	i	i
COc1cc(/C=N\NC(=O)C2COc3ccccc3O2)cc(OC)c1O (centres undefined)	-9	i	i	i	i	-2	nt	i	i	i	i
CC(=O)c1ccc(NC(=O)CSc2nc3[nH]ncc3c(=O)[nH]2)cc1	-12	i	i	i	i	-2	6	i	i	i	i
O=C(c1ccccc1NS(=O)(=O)c1cccc([N+](=O)[O-])c1)N1CCCC1	-12	i	i	i	i	-7	-2	i	i	i	i
Cn1cnnc1SCC(=O)Nc1sc2c(c1C(N)=O)CCC2	-4	i	i	i	i	3	-1	i	i	i	i

Next section
Structure	hERG rescue	TMEM16A act	KCNK3 block	TRPC4 act	KCNK9 inh	Dyrk1A ADPGlo	HDAC3 inh	KCNQ1 inh	KCNQ1 act	TMEM16A inh	TRPC4 PAM
Cc1ccc(-n2ncc3c(NCCCN4CCCC4=O)ncnc32)c(C)c1	-9	i	i	i	i	-1	nt	i	i	i	i
COCC(=O)N1CCC(Oc2ccc(C(=O)NC3CCOC(C)(C)C3)cc2)CC1 (centres undefined)	-4	i	i	i	i	-5	3	i	i	i	i
COc1ccc(-c2nnc(SCC(=O)NCC3CCCO3)o2)cc1 (centres undefined)	-4	i	i	i	i	-2	-6	i	i	i	i
O=C(NCCc1ccccc1)C1CCCN(S(=O)(=O)c2cccc3nonc23)C1 (centres undefined)	-3	i	i	i	i	1	2	i	i	i	i
O=C(Oc1ccccc1N1C(=O)C2CCCCC2C1=O)c1ccccc1 (centres undefined)	-11	i	i	i	i	12	1	i	i	i	i
CC1CCCC(C)N1NC(=O)c1cccc(S(=O)(=O)N2CCc3ccccc32)c1 (centres undefined)	-5	i	i	i	i	-1	4	i	i	i	i
Nc1nc(-c2ccc(Oc3ccccc3)cc2)cs1	-4	i	i	i	i	-3	-2	i	i	i	i
COc1cccc(-c2nnc(SCCC(=O)O)n2C)c1	-2	i	i	i	i	1	2	i	i	i	i
FC(F)(F)c1cc(-c2ccco2)nc(NCc2ccco2)n1	-8	i	i	i	i	1	12	i	i	i	i
Cc1ccc(S(=O)(=O)CCc2ccccn2)cc1	-14	i	i	i	i	0	-5	i	i	i	i
CC(=O)N1c2c(cc(Br)cc2S(=O)(=O)NCc2ccc3c(c2)OCO3)CC1C (centres undefined)	-13	i	i	i	i	-6	1	i	i	i	i
